GLS inh – qHTS for Inhibitors of Glutaminase (GLS); Glutaminase kidney isoform, mitochondrial (Homo sapiens), O94925; GLS enzymatic activity, qHTS titration; Potency, µM (series often up to 45.5 µM), inactives show top-dose activity change, negative = inhibition, actives largely listed as inhibitors; 0.21% of 410,000 active; AID 624170, 2012; further: on the % scale 0 is the no-effect control and ±100 the full control effect
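hKGA in 45 mM KH2PO4 pH 8.2, 0.02% Tween-20 with pin-transferred compounds; 1 mM L-glutamine (stock) plus glutamate oxidase/HRP/Amplex Red coupling added. Fluorescence read initially and after 30 min at RT.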
JMJD2A Tudor – qHTS Assay for Inhibitors of JMJD2A-Tudor Domain | Lysine-specific demethylase 4A (Homo sapiens), O75164 | AlphaScreen JMJD2A-Tudor / H3K4me3 peptide binding | 4.4% of 390,000 active | Potency, µM (doses to about 114 µM), inactives show at the top dose activity change, negative = inhibition, usual class: inhibitors; further: on the % scale 0 is the no-effect control and ±100 the full control effect; nearly all actives have a fitted effect of over 50% in size
BAZ2B block – qHTS Assay for Inhibitors of BAZ2B | Bromodomain adjacent to zinc finger domain protein 2B (Homo sapiens), Q9UIF8 | AID 504333, 2011 | AlphaScreen BAZ2B-H3K14Ac peptide displacement | Potency, µM (highest dose often 114 µM), for inactives: top-dose activity change, negative = inhibition, hits mostly inhibitors | 4.4% of 360,000 active; further: on the % scale 0 is the no-effect control and ±100 the full control effect; nearly all actives have a fitted effect of over 60% in size
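AlphaScreen displacement: compounds (up to 110uM) incubated 30 min at room temperature with a preformed 50 nM BAZ2B/50 nM biotinylated H3K14Ac peptide complex in PBS pH 7.4 with Tween-20. Donor and acceptor beads at 10 ug/mL final added, 20 min light-protected before reading.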
HP1b chromo inh – HTS for Inhibitors of HP1-beta Chromodomain Interactions with Methylated Histone Tails. Potency, µM (titrated, usually from 114 µM), for inactives: top-dose activity change, negative = inhibition, most hits filed as inhibitors. AlphaScreen HP1-beta / biotin-H3K9me3 peptide binding. 0.56% of 390,000 active. Chromobox protein homolog 1 (Homo sapiens), P83916; further: nearly all actives have a fitted effect of over 70% in size; inactives centre near 23
Target sequence (P83916 whole entry, looked up): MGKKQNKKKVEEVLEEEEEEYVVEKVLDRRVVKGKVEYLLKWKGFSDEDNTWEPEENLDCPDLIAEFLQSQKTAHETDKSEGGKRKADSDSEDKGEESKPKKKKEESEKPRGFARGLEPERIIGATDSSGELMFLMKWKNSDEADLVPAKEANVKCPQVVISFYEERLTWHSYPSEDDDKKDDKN
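HP1-beta protein (50 nM final) preincubated 30 min at room temperature with biotinylated H3(1-18)K9me3 peptide (50 nM) in PBS pH 7.4, 0.01% Tween-20, then compound added for 30 min. AlphaScreen streptavidin donor/nickel chelate acceptor beads (10 ug/mL final), 30 min dark, luminescence read.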
Pin1 inhibitor – qHTS Assay to Find Inhibitors of Pin1; AID 504891, 2011; Pin1 FP peptide displacement, HiFluor488, 10 min; Peptidyl-prolyl cis-trans isomerase NIMA-interacting 1 (Homo sapiens), Q13526; 0.009% of 390,000 active; Potency, µM (titrated, usually from 115 µM), for inactives: top-dose activity, negative = inhibition, most hits filed as inhibitors; active means well fitted inhibition curve with a large enough effect in the polarisation, with a control signal flat, not every such curve was filed as active; inconclusive means small, poorly fitted or top-dose-only effect, or effect the other way, or a change in a side signal; inactive means no such curve, though single readings can be large or run the other way; the % refers to the polarisation; further: on the % scale 0 is the no-effect control and ±100 the full control effect
Target sequence (Q13526 whole entry, looked up): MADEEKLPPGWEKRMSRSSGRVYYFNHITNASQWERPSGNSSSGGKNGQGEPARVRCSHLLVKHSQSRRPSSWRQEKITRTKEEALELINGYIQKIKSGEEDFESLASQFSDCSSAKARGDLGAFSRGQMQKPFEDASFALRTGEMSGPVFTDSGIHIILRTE
Pol iota inh – qHTS for Inhibitors of Polymerase Iota | 1% of 390,000 active | Potency, µM (doses to about 115 µM), inactives show at the highest dose activity, negative = inhibition, actives largely listed as inhibitors | DNA polymerase iota (Homo sapiens), Q9UNA4 | Pol iota fluorescent replication assay, 10 min
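Fluorescent replication assay read twice, at 0 min and 10 min after adding 50 nM (final) substrate. Enzyme (10 nM) and compounds were first incubated 15 min at room temperature; enzyme-free buffer wells were negative controls.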
BLM helicase inh – qHTS Assay for Inhibitors of Bloom's syndrome helicase (BLM); 0.2% of 350,000 active; Potency, µM (highest dose often 56.1 µM), for inactives: top-dose activity change, negative = inhibition, hits mostly inhibitors; recombinant BLM DNA unwinding, fluorescence dequenching;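 further: plate controls were vehicle for no effect and no enzyme for full effect; nearly all actives have a fitted effect of over 35% in size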
PGK inhibitor – qHTS Assay to Find Inhibitors of Phosphoglycerate Kinase; AID 602233, 2012; PGK/GAPDH coupled, Kinase-Glo luminescence, 60 min; Potency, µM (series often up to 57.5 µM), without a hit: top-dose activity change, negative = inhibition, usual class: inhibitors; Phosphoglycerate kinase, glycosomal (Trypanosoma brucei brucei), P07378; 0.043% of 380,000 active; further: on the % scale 0 is the no-effect control and ±100 the full control effect; nearly all actives have a fitted effect of over 60% in size
Target sequence (P07378 whole entry, looked up): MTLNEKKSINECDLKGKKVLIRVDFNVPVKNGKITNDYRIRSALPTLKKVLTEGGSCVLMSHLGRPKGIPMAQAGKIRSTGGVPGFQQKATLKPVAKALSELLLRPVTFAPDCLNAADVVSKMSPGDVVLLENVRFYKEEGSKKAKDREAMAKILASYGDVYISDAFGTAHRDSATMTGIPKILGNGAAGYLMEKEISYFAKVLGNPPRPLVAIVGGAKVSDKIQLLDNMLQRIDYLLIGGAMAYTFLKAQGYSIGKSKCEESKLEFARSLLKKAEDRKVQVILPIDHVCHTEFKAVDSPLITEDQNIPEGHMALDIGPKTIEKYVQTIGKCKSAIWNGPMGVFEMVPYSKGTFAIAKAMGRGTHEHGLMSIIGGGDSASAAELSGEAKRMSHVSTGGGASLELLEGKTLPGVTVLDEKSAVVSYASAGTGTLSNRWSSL
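Luminescent ATP detection (Kinase-Glo Plus) follows a 60-minute room-temperature incubation, with wells lacking PGK as controls. Buffer: 100 mM TEA (pH 7.6), 5 mM MgCl2, 0.01% Tween-20. Coupling enzyme GAPDH (100 nM final) supplies unstable 1,3-BPG in-well.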
G9a block – qHTS Assay for Inhibitors of Histone Lysine Methyltransferase G9a | Histone-lysine N-methyltransferase EHMT2 (Homo sapiens), Q96KQ7 | G9a H3K9 monomethylation, AlphaScreen, 2 h | Potency, µM (titrated, usually from 102 µM), inactives show at the highest dose activity, negative = inhibition, most hits filed as inhibitors | 8.8% of 350,000 active; further: on the % scale 0 is the no-effect control and ±100 the full control effect; nearly all actives have a fitted effect of over 75% in size
Target sequence (Q96KQ7 913-1193 limits assumed): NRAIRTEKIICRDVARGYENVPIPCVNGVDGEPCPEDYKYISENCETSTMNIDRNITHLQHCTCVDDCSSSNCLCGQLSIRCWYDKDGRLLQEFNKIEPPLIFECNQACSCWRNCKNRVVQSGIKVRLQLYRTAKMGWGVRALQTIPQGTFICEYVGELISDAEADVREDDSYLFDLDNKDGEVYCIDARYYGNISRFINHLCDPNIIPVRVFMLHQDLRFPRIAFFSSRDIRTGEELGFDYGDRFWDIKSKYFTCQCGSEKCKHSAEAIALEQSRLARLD
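Readings reflect AlphaScreen signal from monomethyl-H3K9 antibody detection. HMT at 20 nM; substrate b-H3K9 500 nM; cofactor SAM 20 uM; 2 h RT reaction; compounds tested as titrations in qHTS with 15 min preincubation.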
The depositor's hits bear a star; i = inactive; ? = inconclusive; . = not tested or not shown; [ ] = dose if it differs, or a comment. Unless noted, the call rests on the fitted dose curve; in most records, active means well fitted curve in the direction sought with a large enough effect; inconclusive means small, poorly fitted or top-dose-only effect, or another doubt; inactive means no such curve, though single readings can be large; an effect the other way counts as inactive or inconclusive. Potency means the concentration at half of the fitted maximal effect.

| SMILES | HP1b chromo inh | PGK inhibitor | G9a block | Pol iota inh | BLM helicase inh | GLS inh | JMJD2A Tudor | Pin1 inhibitor | BAZ2B block |
| --- | --- | --- | --- | --- | --- | --- | --- | --- | --- |
| Cc1ccc(SC(C)C(=O)N2CCN(c3ccccc3)CC2)cc1 (stereo not given) | 39%[activator] | 0% | 1% | 28% | -4% | 19% | -23% | -7% | -21% |
| CCOC(=O)N1CCN(S(=O)(=O)c2ccc3[nH]c(=O)sc3c2)CC1 | 26% | -9% | -5%[59 µM] | 1% | -1% | -5% | -7% | 2% | 2% |
| COc1ccc(N(C(=O)c2ccc(C(C)(C)C)cc2)S(=O)(=O)c2ccc(Cl)cc2)cc1 | 18% | 5% | 3%[59 µM] | 17% | -10% | -1% | -18% | 24% | -8% |
| COc1cc(OC)cc(N2C(=O)CSCC2=O)c1 | 56%[activator] | -1% | -38% | -7% | -2% | -3% | -11% | -2% | -9% |
| COC(=O)CNC(=O)COC(=O)/C=C/c1cccs1 | 31% | -1% | . | 50%[activator] | -10% | 0% | 3% | 0% | 0% |
| CCOC(=O)c1sc2nc(C(C)C)c3c(c2c1N)CC(C)(C)OC3 | 24% | 1% | -3% | 5% | -8% | 1% | -6% | 7% | 2% |
| CCCCCOc1ccc(NC(=O)C(=O)NCC2CCCN2CC)cc1 (stereo not given) | 19% | -9% | 7% | 94%[activator] | -1% | -14% | -11%[11.4 µM] | 6% | -12% |
| CNC(=O)C(=O)Nc1ccc2c(c1)N(S(=O)(=O)c1cccs1)CCC2 | 29% | 1% | 7%[0.501 µM] | 31%[activator] | . | 0% | -6% | -5% | -2% |
| C[C@H](NC(=O)C1CCN(S(=O)(=O)c2ccccc2)CC1)C(=O)NCc1ccccn1 | 39% | i | 92%[activator] | 27% | -2% | -4% | 5% | -4% | -20% |
| Cc1ccc(C)c(OCCC(=O)OCC(=O)NCCNC(=O)COC(=O)CCOc2cc(C)ccc2C)c1 | 19% | 9% | -37% | 78%[activator] | . | -1% | -9% | 3% | 5% |
| COc1ccc(-c2cccc(NS(=O)(=O)c3cccc([N+](=O)[O-])c3)c2)nn1 | -11% | -8% | ? | -15% | . | 7% | -22% | -2% | 3% |
| CC1(C)Cc2c(cnn2-c2ccccc2)C(=O)/C1=N\NC(=O)c1ccncc1 | 33% | 0% | . | 0% | . | -5% | -10% | -1% | . |
| Cc1ccc([N+](=O)[O-])cc1NC(=O)CN1CCCCC1 | 9% | -2% | 18%[0.501 µM] | 5% | -1% | 5% | -10% | -1% | 0% |
| CCCc1cc(C(=O)N2CCCC(Nc3ccc(C)c(C)c3)C2)n(C)n1 (stereo not given) | -17% | -6% | 45µM* | -17% | -8% | 0% | -31% | -6% | -30% |
| COCc1nnc(NC(=O)c2ccc(Cl)cc2[N+](=O)[O-])s1 | -8% | -6% | 16µM* | -1% | 3% | 2% | -9% | 0% | 5% |
| O=C(Nc1ccccc1C(F)(F)F)C1CC(=O)N(c2ccccc2F)C1 (stereo not given) | 30% | -7% | 3%[12.7 µM] | 12% | -1% | -10% | 1% | -1% | -1% |
| Cc1cc(C)cc(N(C(=O)c2csnn2)C(C(=O)NC2CCCCC2)c2cccnc2)c1 (stereo not given) | 31% | i | 0% | 75%[activator] | 0% | 3% | 0% | 0% | 4% |
| COc1ccccc1-c1ccc(SCc2ccccc2)nn1 | 82%[activator] | 7% | 58%[activator] | 91%[activator] | -8% | -6% | 42%[activator] | -1% | 50%[activator] |
| O=C(O)c1cccc(-c2ccc(/C=N/Nc3nn[nH]n3)o2)c1 | 15% | -6% | 45µM* | 27% | 6% | -16% | 56µM* | -22% | 56µM* |
| CCCCSc1nnc(-c2ccc(NC(C)=O)cc2)n1C | 19% | i | ? | -7% | 3% | 5% | 9%[57.1 µM] | -2% | -7% |
| CCOC(=O)COc1ccc2c(c1)c(C(=O)OCC)c(C)n2CC | 40%[activator] | i | 3%[59 µM] | 26% | -6% | 4% | -4% | -3% | 4% |
| O=C(Nc1cccnc1)c1cc(Br)c(Br)s1 | 85%[activator] | i | 8%[0.501 µM] | 37%[activator] | . | -11% | -3% | 0% | 10% |
| c1ccc2c(c1)c1c(c3ccccc32)CN2CCCC2C1 (stereo not given) | -11% | i | . | ? | . | 5% | -29% | 23% | . |
| Cn1c2ccccc2c2nnc(SCC(=O)Nc3cccc(O)c3)nc21 | 16% | 7% | 71µM* | 1% | 3% | 12% | -10% | 8% | -33% |

Part of the list above, with two lines to a compound:
Under each structure – HP1b chromo inh	PGK inhibitor	G9a block	Pol iota inh	BLM helicase inh	GLS inh	JMJD2A Tudor	Pin1 inhibitor	BAZ2B block
CCOC(=O)COc1ccc2c(c1)c(C(=O)OCC)c(C)n2CC
→ 40%[activator]	i	3%[59 µM]	26%	-6%	4%	-4%	-3%	4%
COc1ccccc1-c1ccc(SCc2ccccc2)nn1
→ 82%[activator]	7%	58%[activator]	91%[activator]	-8%	-6%	42%[activator]	-1%	50%[activator]

Going on with the list:
| SMILES | HP1b chromo inh | PGK inhibitor | G9a block | Pol iota inh | BLM helicase inh | GLS inh | JMJD2A Tudor | Pin1 inhibitor | BAZ2B block |
| --- | --- | --- | --- | --- | --- | --- | --- | --- | --- |
| O=C(COC(=O)c1ccc(Cl)nc1)NC1CCCCCC1 | 33% | 2% | 7%[12.7 µM] | 9% | . | 1% | -5% | 1% | -3% |
| CCCC(C)c1nnc(NC(=O)CN2C(=O)c3ccccc3C2=O)s1 (stereo not given) | 4% | -9% | 7.9µM* | 26% | -1% | -15% | -3% | 0% | ? |
| CN1CCN(c2nc(Nc3ccc(O)cc3)nc3ccccc23)CC1 | -10% | 2% | 25µM* | 11% | 0% | 16% | ? | 1% | -38% |
| CN(C(=O)COc1cccc(C#N)c1)C1CCS(=O)(=O)C1 (stereo not given) | 26% | 1% | -32%[59 µM] | ? | . | 1% | -1% | 6% | -10% |
| CCC(C)NCCOCCOc1ccc(C)cc1OC (stereo not given) | ? | -1% | 11µM* | 53% | 2% | 0% | 20µM* | -4% | ? |
| O=C1Nc2ccccc2/C1=C/c1ccc([N+](=O)[O-])cc1 | 31% | -6% | -4% | 13% | -11% | -14% | -1% | -8% | -11% |
| CCN(CC)S(=O)(=O)c1cc(NS(=O)(=O)c2cccc(C(=O)O)c2)ccc1C | 27% | 1% | ? | 2% | -2% | 1% | 1% | -8% | -5% |
| Cc1ccc(Oc2cnc3ccccc3n2)cc1 | 66%[activator] | -2% | . | 1% | -1% | -9% | 25% | -3% | 65%[activator] |
| COc1ccc2nc(SCC(=O)NCCc3ccccc3)[nH]c2c1 | 22% | 2% | -32% | 26% | -2% | -7% | -4% | -2% | -13% |
| CN(C)c1ccc(CSc2ccccc2)cc1 | 40µM* | -5% | . | 36%[activator] | . | -5% | 20µM* | 7% | . |
| Cc1ccc(C(=O)NNC(=O)CCOc2cccc(C)c2)cc1 | 28% | i | 10%[12.7 µM] | -5% | . | 0% | -11% | -11% | -3% |
| Cn1c(=O)c(C(=O)NC2CCCCCCC2)c(O)c2ccccc21 | 36% | . | 0%[59 µM] | 22% | -2% | 0% | -4% | -4% | 1% |
| COCCOC(=O)c1[nH]c2c(c1C)C(=O)CC(c1ccccc1)C2 (stereo not given) | 15% | -5% | -7%[59 µM] | 5% | 1% | 3% | -14% | -3% | 3% |
| Cc1noc(C)c1NC(=O)Nc1ccc2c(c1)C(=O)N([C@H](C)CO)C[C@H](C)[C@@H](CN(C)C(=O)Nc1ccc3c(c1)OCO3)O2 | 7% | -9% | . | 17% | . | 12% | -20% | 2% | . |
| CCOC(=O)C1CCCN(C(=O)CSc2nc(C)cc(C)n2)C1 (stereo not given) | -1% | -9% | -23% | -14% | 2% | 24% | ? | -6% | -1% |
| Cc1ccc2occ(CC(=O)N(Cc3ccccc3Cl)C3CCS(=O)(=O)C3)c2c1 (stereo not given) | 47%[activator] | 9% | -5%[59 µM] | -1% | -5% | -2% | -15% | 32%[activator] | ? |
| CCOC(=O)c1c(C)[nH]c(C)c1S(=O)(=O)NCC(=O)Nc1ccc(CC)cc1 | 21% | -8% | 2%[59 µM] | 22% | -2% | -2% | -22% | 2% | -15% |
| CCOC(=O)C1NC(=O)CC1c1ccccc1 (stereo not given) | 20% | -11% | -26%[12.7 µM] | 1% | -5% | 12% | -6% | -4% | 0%[57.1 µM] |
| NC(=O)C1CCN(C(=O)c2cc3c(s2)CCCC3)CC1 | 2% | 5% | -24% | -26% | . | -2% | -17% | -1% | 25% |
| Cc1ccc(-c2csc(NCCn3c(-c4ccncc4)nc4cc(C(F)(F)F)ccc43)n2)cc1 | 20% | -1% | . | -12% | . | -2% | -34% | 1% | . |
| Cc1ccc(NC(=O)c2cnn(-c3ccc(C)c(C)c3)c2C2CCN(C(=O)OC(C)(C)C)CC2)c(C)c1 | 52%[activator] | i | 13%[59 µM] | 46%[activator] | -13% | -1% | -29% | 2% | 5% |
| CCOC(=O)c1c(C)nc2ccc(Cl)cc2c1-c1ccccc1 | 51% | -6% | 43%[59 µM] | 48%[activator] | -5% | -3% | 52%[activator] | -3% | 35% |
| Cc1c(C)n(C)c2ccc(C(=O)N3CCN(c4ccccn4)CC3)cc12 | -17% | i | ? | 21% | -6% | 3% | ? | 4% | ? |
| Cc1ccc(S(=O)(=O)c2nc(-c3ccco3)oc2SCC(=O)c2ccc(Cl)cc2)cc1 | 22% | -10% | ? | ? | -2% | -4% | -19% | 75%[activator] | -17% |

Not all compounds are listed; count on the stated rates, not on these rows.
